Screening data deposited in PubChem BioAssay by National Center for Advancing Translational Sciences (NCATS).
SNCA expr inh = SNCA gene expression inhibition | HEK-293 SNCA-luciferase knock-in, luminescence, 24 h | Potency, µM (highest dose often 57.2 µM), for inactives: at the top dose activity change, negative = inhibition, hits mostly inhibitors | 140,000 compounds, 0.17% hits;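 note: potency is the fitted concentration of half-maximal effect; plate controls were DMSO cells for no effect and cell-free wells for full effect; nearly all actives have a fitted effect of over 45% in size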
SNCA viab count = counter-screen for SNCA expression inhibitors: cell viability; 150,000 compounds, 0.12% hits; HEK-293-SNCA-luc viability, GF-AFC fluorescence, 24 h; Potency, µM (doses to about 57.1 µM), inactives show top-dose activity change, negative = cytotoxicity, usual class: cytotoxic;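 note: potency is the fitted concentration of half-maximal effect; 0% = DMSO-treated cells and -100% = medium-only wells without cells; nearly all actives have a fitted effect of over 30% in size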
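Cytotoxicity counterscreen: after 24 h compound treatment of genome-edited SNCA-luciferase HEK-293 cells, live-cell protease substrate GF-AFC read by fluorescence after 30 min; activity scaled between DMSO (0%) and medium-only (-100%), curves Hill-fitted.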
Luciferase inh = inhibitors of firefly (Photinus pyralis) luciferase. AID 1347043. P08659. purified P. pyralis luciferase, luminescence, biochemical. 76,000 compounds, 2.5% hits. Potency, µM (highest dose often 115 µM), without a hit: at the top dose activity change, negative = inhibition, most hits filed as inhibitors; note: potency is the fitted concentration of half-maximal effect; nearly all actives have a fitted effect of over 65% in size
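Purified 10nM P. pyralis luciferase with 10uM D-luciferin and 10uM ATP in 50mM Tris acetate pH 7.5, 10mM Mg acetate, 0.01% Tween-20, 0.05% BSA. qHTS titration; luminescence read by CCD imager.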
IP6K1 inhibitor = IP6K1 kinase inhibition; Q92551; IP6K1 kinase, ADP-Glo luminescence, 2 h; stronger effect = lower value; activity change, % (series mostly up to about 58 µM); 140,000 compounds, 0.81% hits; AID 1645851; in the data active = activity change below about -25%
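ADP-Glo luminescence measures ADP made by human IP6K1 during a 2 h RT reaction with ATP/IP6 (mix at 1.3 mM/130 uM); top library doses 57.5 and 19.1 uM final.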
HEK293 tox = HEK 293 cell cytotoxicity; HEK 293 viability, ATP luminescence (CellTiter-Glo), 48-72 h; Potency, µM (doses to about 115 µM), inactives show top-dose activity change, negative = cytotoxicity, most hits filed as inhibitors; 94,000 compounds, 6.6% hits; AID 1345083; note: potency is the fitted concentration of half-maximal effect; nearly all actives have a fitted effect of over 60% in size
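HEK 293 cells seeded at 250 cells/well were exposed to compound for 48 or 72 hr at 37 degree Celsius. Viability taken as ATP content by CellTiter-Glo luminescence.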
3T3 cytotox = NIH 3T3 cell cytotoxicity | 94,000 compounds, 4.3% hits | AID 1345082 | Potency, µM (series often up to 96.7 µM), inactives show top-dose activity change, negative = cytotoxicity, hits mostly inhibitors | NIH 3T3 viability, CellTiter-Glo ATP luminescence, 48-72 h; note: potency is the fitted concentration of half-maximal effect; nearly all actives have a fitted effect of over 55% in size
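NIH 3T3 cells at 400 cells/well received 23 nL of compound by pintool and were incubated 48 or 72 h at 37 °C. Viability was read as ATP-coupled CellTiter-Glo luminescence.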
GPT2 inh = GPT2 alanine aminotransferase inhibition. Q8TD30. Recombinant GPT2, coupled pyruvate oxidase/HRP Amplex Red fluorescence. Potency, µM (series often up to 57.7 µM), inactives show at the top dose activity change, negative = inhibition, usual class: inhibitors. 100,000 compounds, 0.25% hits; note: potency is the fitted concentration of half-maximal effect; nearly all actives have a fitted effect of over 60% in size; many of its hits are not listed in these tables
Target sequence (Q8TD30 whole entry, looked up): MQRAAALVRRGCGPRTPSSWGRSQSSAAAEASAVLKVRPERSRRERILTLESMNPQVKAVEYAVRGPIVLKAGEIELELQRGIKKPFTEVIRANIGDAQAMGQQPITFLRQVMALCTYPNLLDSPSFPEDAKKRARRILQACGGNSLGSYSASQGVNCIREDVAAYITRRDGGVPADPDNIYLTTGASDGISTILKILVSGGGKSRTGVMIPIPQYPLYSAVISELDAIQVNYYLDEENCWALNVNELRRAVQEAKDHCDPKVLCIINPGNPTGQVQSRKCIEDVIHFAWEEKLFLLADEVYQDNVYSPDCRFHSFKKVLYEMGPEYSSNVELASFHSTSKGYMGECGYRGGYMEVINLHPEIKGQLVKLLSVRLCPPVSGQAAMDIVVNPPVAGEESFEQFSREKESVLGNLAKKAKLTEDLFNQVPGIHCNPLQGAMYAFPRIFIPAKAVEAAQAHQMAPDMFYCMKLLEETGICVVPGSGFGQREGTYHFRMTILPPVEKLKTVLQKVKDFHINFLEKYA
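Fluorescence of coupled pyruvate oxidase/HRP/Amplex Red system (50uM Amplex, 30 min, dark) reports pyruvate formed by GPT2. Enzyme reaction: 10ng/uL GPT2, 2mM L-alanine, 250uM a-KG, 30 min room temperature, pH 7.5; 50uM AOA control.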
The depositor's hits bear a star; i = inactive; u = inconclusive; x = not tested or not shown; & = joins results of further samples; [ ] = dose if it differs, or a comment. Unless noted, calls come from the whole dose curve; as a rule, active = well fitted curve in the direction sought with a large enough effect; inconclusive = small, poorly fitted or top-dose-only effect, or another doubt; inactive = no such curve, though single readings can be large; an effect the other way counts as inactive or inconclusive. Unless noted, % is set by controls: 0 for no effect and ±100 for the full control effect. Not all compounds are listed; count on the stated rates, not on these rows.

SMILES	SNCA expr inh	SNCA viab count	Luciferase inh	IP6K1 inhibitor	HEK293 tox	3T3 cytotox	GPT2 inh
Clc1ccc(N2CCN(CC3[C@H]4CNC[C@@H]34)CC2)nc1 (stereo partly specified)	7%	0%	-3%	-1	u	u	0%
CC(C)S(=O)(=O)N1CC[C@@H]2COCCN(C)[C@@H]2C1	10%	5%	-4%	2	-2%	2%	i
CCCCCCCCC(=O)NCc1ccc(O)c(OC)c1	-67%[25.6 µM]	-31%[23.9 µM]	x	-12	x	x	-19%
N#Cc1ccc(C(=O)N2C[C@@H]3C[C@H](C2)c2c(-c4ccccc4F)ccc(=O)n2C3)cc1	7%[87.6 µM]	0%[87.6 µM]	1%[172 µM]	18	-19%[172 µM]	-16%[174 µM]	u
Cc1ccc(OCC(=O)N2CCN(Cc3ccc(=O)n(C)c3)CC2)cc1	59%[activator]	6%	-26%	1	-23%	-8%	i
COCc1cn(C[C@H]2C[C@@H]3CCN2C[C@@H]3C(=O)NCc2ccco2)nn1	-4%[87.6 µM]	8%[87.6 µM]	10%[172 µM]	10	-2%[172 µM]	2%[174 µM]	1%[88.5 µM]
Cc1nc(-c2ccc(F)cc2)cc([C@H]2CN3CC[C@H]2C[C@@H]3CNC(=O)Nc2cccc(C#N)c2)n1	-15%	4%	8%	11	u	22µM*	-10%
Cc1ncc2c(n1)C[C@@H]1CC[C@H]2N1S(=O)(=O)c1ccc2c(c1)OCCO2	-10%	16%	-2%	6	i	i	1%
FC(F)(F)CN1C2CCC1CN(c1cnc3ccccc3c1)C2	3%	-5%	x	4	u	u	-14%
COCC1CN(C(=O)N(C)C)CC12CCNCC2 (stereo unspecified)	-29%	-3%	-4%	9	i	i	i
O=C1CO[C@H]2CN(Cc3ccccc3)C[C@H]2N1Cc1ccccn1	7%[87.6 µM]	4%[87.6 µM]	-4%[172 µM]	-9	-3%[172 µM]	0%[138 µM]	-4%[88.5 µM]
CC(=O)N1C2CCC1CN(Cc1cccnc1)C2	u	2%[87.6 µM]	x	19	-6%[172 µM]	-11%[138 µM]	4%[88.5 µM]
CN1C(=O)[C@H]2CN(Cc3ccsc3)C[C@H]2C1=O	2%	-3%	0%	-14	-10%	-16%	5%
COc1ccc(-c2cn(C[C@H]3CC4CCN3C[C@@H]4C(=O)NC3CCCCC3)nn2)cc1 (stereo partly specified)	-15%[87.6 µM]	-30%[87.6 µM]	-1%[172 µM]	-1	-21%[172 µM]	u	0%[88.5 µM]
COCCOc1ccc2c(n1)CCNC2	20%	-11%[12.5 µM]	-5%	1	2%	i	i
Cc1cnc(N2CC3CCC(C2)N3CC(F)(F)F)c([N+](=O)[O-])c1	4%	-3%	x	-9	-7%	-17%	-6%
O=C(O)COCC(=O)N1C[C@@H]2C[C@H](C1)c1ccc(-c3cc4ccccc4s3)c(=O)n1C2	50%[activator]	5%	u	48	-8%	-9%	-16%
COc1ccccc1CNC(=O)[C@H]1CN2CC[C@H]1C[C@@H]2Cn1cc(-c2ccccc2)nn1	-19%[87.6 µM]	2%[87.6 µM]	6%[172 µM]	11	-1%[172 µM]	-23%[174 µM]	-6%[88.5 µM]
CC(C)N1CC2CCC(C1)N2CC1CCCC1	-13%[87.6 µM]	6%[87.6 µM]	x	6	-14%[230 µM]	-1%[174 µM]	u
N#Cc1cccc(NC(=O)NC[C@H]2C[C@@H]3CCN2C[C@@H]3CN2CCSCC2)c1	-10%[87.6 µM]	-15%[87.6 µM]	-21%[172 µM]	7	u	u	-11%[88.5 µM]
CNCC(O)c1ccc(O)cc1 (stereo unspecified)	-27%	4%	x	-7	x	x	-3%&-2%&-4%
CCOC(=O)[C@H]1CN(C(=O)NCc2ccccc2)[C@]2(C)C(=O)N(CCOC)c3ccccc3[C@H]12	-14%[25.6 µM]	6%[23.9 µM]	x	14	-5%[57.5 µM]	u	-13%[27.3 µM]
CC(C)N1CC2CCC(C1)N2C(=O)c1ccncc1	-7%[87.6 µM]	4%[87.6 µM]	x	4	-10%[172 µM]	2%[138 µM]	1%[88.5 µM]
Nc1ccc([As](=O)(O)O)cc1	18%[25.6 µM]	14%[23.9 µM]	x	30	x	x	-3%
Cc1nc(-c2ccccc2Br)cc([C@H]2CN3CC[C@H]2C[C@@H]3CNC(=O)CSCC(=O)O)n1	5%	0%	-1%	17	-28%	1%	-25%

Complete entries, looked up by structure:
`COc1ccccc1CNC(=O)[C@H]1CN2CC[C@H]1C[C@@H]2Cn1cc(-c2ccccc2)nn1` across the screens: SNCA expr inh: -19%[87.6 µM]; SNCA viab count: 2%[87.6 µM]; Luciferase inh: 6%[172 µM]; IP6K1 inhibitor: 11; HEK293 tox: -1%[172 µM]; 3T3 cytotox: -23%[174 µM]; GPT2 inh: -6%[88.5 µM]
`Cc1ncc2c(n1)C[C@@H]1CC[C@H]2N1S(=O)(=O)c1ccc2c(c1)OCCO2` across the screens: SNCA expr inh: -10%; SNCA viab count: 16%; Luciferase inh: -2%; IP6K1 inhibitor: 6; HEK293 tox: i; 3T3 cytotox: i; GPT2 inh: 1%
`O=C(O)COCC(=O)N1C[C@@H]2C[C@H](C1)c1ccc(-c3cc4ccccc4s3)c(=O)n1C2` across the screens: SNCA expr inh: 50%[activator]; SNCA viab count: 5%; Luciferase inh: u; IP6K1 inhibitor: 48; HEK293 tox: -8%; 3T3 cytotox: -9%; GPT2 inh: -16%

Continuation:
SMILES	SNCA expr inh	SNCA viab count	Luciferase inh	IP6K1 inhibitor	HEK293 tox	3T3 cytotox	GPT2 inh
CC(=O)N1C[C@@H]2C[C@H](C1)c1ccc(NC(=O)COc3ccccc3)c(=O)n1C2	-15%[87.6 µM]	5%[87.6 µM]	0%[172 µM]	-4	i	i	i
ClCCN1CCCC1	-12%[25.6 µM]	11%[23.9 µM]	x	11	x	x	-10%
O=C(Cc1cccc(F)c1)N1CCN(C2CCN(Cc3cccnc3)C2=O)CC1 (stereo unspecified)	18%	1%	4%	-5	i	3%	i
CC(C)NC(=O)NC[C@H]1C[C@@H]2CCN1C[C@@H]2CN1CCCCC1	-4%[87.6 µM]	-5%[87.6 µM]	4%[172 µM]	-5	i	-20%[174 µM]	1%[88.5 µM]
O=C(Cc1ccccc1F)N1CCN(C2CCN(Cc3cccnc3)C2=O)CC1 (stereo unspecified)	-2%	6%	-3%	14	-4%	i	-3%
CC(=O)NC[C@H]1C[C@@H]2CCN1C[C@@H]2c1cc(-c2ccc(F)cc2)nc(C)n1	-14%[87.6 µM]	3%[87.6 µM]	6%[172 µM]	5	i	4%[174 µM]	-5%[88.5 µM]
COc1ccc(-c2cc([C@H]3CN4CC[C@H]3C[C@@H]4COC(=O)Nc3ccccc3)n(C)n2)cc1	-28%	2%	-14%	10	u	20µM*	i
CCOC(=O)[C@H]1CN(C(=O)c2cc3ccccc3s2)[C@]2(C)C(=O)N(C)c3ccccc3[C@H]12	-4%[25.6 µM]	-15%[23.9 µM]	x	26	u	u	i
COc1ccc(-c2cc([C@H]3CN4CC[C@H]3C[C@@H]4CNS(=O)(=O)c3cc(OC)ccc3OC)n(C)n2)cc1	-9%	2%	-12%	-10	-8%	-26%	-15%

Retrieved by structure from above, 5 records:
SMILES	SNCA expr inh	SNCA viab count	Luciferase inh	IP6K1 inhibitor	HEK293 tox	3T3 cytotox	GPT2 inh
ClCCN1CCCC1	-12%[25.6 µM]	11%[23.9 µM]	x	11	x	x	-10%
CC(=O)NC[C@H]1C[C@@H]2CCN1C[C@@H]2c1cc(-c2ccc(F)cc2)nc(C)n1	-14%[87.6 µM]	3%[87.6 µM]	6%[172 µM]	5	i	4%[174 µM]	-5%[88.5 µM]
CCOC(=O)[C@H]1CN(C(=O)c2cc3ccccc3s2)[C@]2(C)C(=O)N(C)c3ccccc3[C@H]12	-4%[25.6 µM]	-15%[23.9 µM]	x	26	u	u	i
COc1ccc(-c2cc([C@H]3CN4CC[C@H]3C[C@@H]4COC(=O)Nc3ccccc3)n(C)n2)cc1	-28%	2%	-14%	10	u	20µM*	i
CC(C)NC(=O)NC[C@H]1C[C@@H]2CCN1C[C@@H]2CN1CCCCC1	-4%[87.6 µM]	-5%[87.6 µM]	4%[172 µM]	-5	i	-20%[174 µM]	1%[88.5 µM]
